G9a block: inhibitors of human histone lysine methyltransferase G9a; hit rate 8.8% among 350,000; AID 504332; G9a H3K9 monomethylation, AlphaScreen, 2 h; Q96KQ7; Potency, µM (doses to about 102 µM), without a hit: top-dose activity, negative = inhibition, actives largely listed as inhibitors; further: potency means the concentration at half of the fitted maximal effect; on the % scale 0 is the no-effect control and ±100 the full control effect; nearly all actives have a fitted effect of over 75% in size
Target sequence (Q96KQ7 913-1193 limits assumed): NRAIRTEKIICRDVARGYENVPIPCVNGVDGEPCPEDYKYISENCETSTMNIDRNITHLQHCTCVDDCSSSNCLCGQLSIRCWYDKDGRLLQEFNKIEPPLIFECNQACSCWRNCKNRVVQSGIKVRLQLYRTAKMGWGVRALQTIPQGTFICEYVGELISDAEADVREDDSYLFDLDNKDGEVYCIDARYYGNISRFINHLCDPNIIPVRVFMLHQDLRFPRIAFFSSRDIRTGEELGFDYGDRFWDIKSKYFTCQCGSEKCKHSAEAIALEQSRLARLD
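AlphaScreen read-out: biotin-H3K9 peptide (500 nM) methylation by 20 nM enzyme with 20 uM SAM, 2 h at room temperature after 15 min compound preincubation; anti-monomethyl H3K9 antibody plus donor/acceptor beads, 10 min dark.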
Pin1 inh: inhibitors of human Pin1 | Q13526 | Pin1 FP peptide displacement, HiFluor488, 10 min | Potency, µM (highest dose often 115 µM), without a hit: at the top dose activity, negative = inhibition, hits mostly inhibitors | hit rate 0.009% among 390,000 | AID 504891; active means well fitted inhibition curve with a large enough effect in the polarisation, with a control signal flat, not every such curve was filed as active; inconclusive means small, poorly fitted or top-dose-only effect, or effect the other way, or a change in a side signal; inactive means no such curve, though single readings can be large or run the other way; the % refers to the polarisation; further: potency means the concentration at half of the fitted maximal effect; on the % scale 0 is the no-effect control and ±100 the full control effect
JMJD2A Tudor inh: inhibitors of human JMJD2A Tudor domain. AlphaScreen JMJD2A-Tudor / H3K4me3 peptide binding. Potency, µM (top dose mostly 114 µM), without a hit: at the top dose activity change, negative = inhibition, most hits filed as inhibitors. AID 504339. hit rate 4.4% among 390,000; further: potency means the concentration at half of the fitted maximal effect; on the % scale 0 is the no-effect control and ±100 the full control effect; nearly all actives have a fitted effect of over 50% in size
HP1b chromo inh: blocks HP1-beta chromodomain binding to methylated histone tails; P83916; AlphaScreen HP1-beta / biotin-H3K9me3 peptide binding; Potency, µM (highest dose often 114 µM), without a hit: at the highest dose activity change, negative = inhibition, usual class: inhibitors; hit rate 0.56% among 390,000; AID 540317; further: potency means the concentration at half of the fitted maximal effect; nearly all actives have a fitted effect of over 70% in size; inactives centre near 23
Target sequence (P83916 whole entry, looked up): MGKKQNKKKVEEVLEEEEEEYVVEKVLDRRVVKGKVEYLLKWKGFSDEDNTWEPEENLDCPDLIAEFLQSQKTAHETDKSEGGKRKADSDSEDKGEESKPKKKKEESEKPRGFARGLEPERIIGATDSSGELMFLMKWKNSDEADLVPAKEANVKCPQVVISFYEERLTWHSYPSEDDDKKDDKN
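AlphaScreen: HP1-beta (50 nM) preformed 30 min with biotin-H3(1-18)K9me3 peptide (50 nM) in PBS pH 7.4, 0.01% Tween-20. Compound added for 30 min at RT, then streptavidin donor/nickel chelate acceptor beads (10 ug/mL) for 30 min.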
GLS inh: blocks human kidney-isoform glutaminase activity | O94925 | GLS enzymatic activity, qHTS titration | AID 624170 | Potency, µM (titrated, usually from 45.5 µM), inactives show top-dose activity change, negative = inhibition, usual class: inhibitors | hit rate 0.21% among 410,000; further: potency means the concentration at half of the fitted maximal effect; on the % scale 0 is the no-effect control and ±100 the full control effect
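Read-out is an Amplex red fluorescence increase coupled through glutamate oxidase and HRP, measured before and after 30 min room-temperature incubation. hKGA is in 45 mM KH2PO4 (pH 8.2) with 0.02% Tween-20; glutamine added as 1mM solution.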
Pol eta inh: inhibitors of human DNA polymerase eta. Q9Y253. recombinant Pol eta, fluorescent DNA replication assay. Potency, µM (series often up to 114 µM), without a hit: at the highest dose activity change, negative = inhibition, most hits filed as inhibitors. hit rate 1.2% among 390,000; further: potency means the concentration at half of the fitted maximal effect; on the % scale 0 is the no-effect control and ±100 the full control effect
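Fluorescent replication assay: 50 nM final substrate added after a 15 min room-temperature compound preincubation with 10 nM enzyme. Signal taken at 0 min and again at 10 min.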
BAZ2B block: BAZ2B (human) inhibition; Q9UIF8; AlphaScreen BAZ2B-H3K14Ac peptide displacement; Potency, µM (titrated, usually from 114 µM), for the others: top-dose activity change, negative = inhibition, hits mostly inhibitors; hit rate 4.4% among 360,000; AID 504333; further: potency means the concentration at half of the fitted maximal effect; on the % scale 0 is the no-effect control and ±100 the full control effect; nearly all actives have a fitted effect of over 60% in size
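Protein-peptide AlphaScreen: BAZ2B 50 nM, b-H3K14Ac 50 nM, 1x PBS pH 7.4 + 0.01% Tween-20. Preincubation 30 min RT; cpd 30 min RT (top 110 uM); beads 20 min RT, light-protected.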
PGK inhibitor: inhibitors of T. brucei phosphoglycerate kinase | P07378 | PGK/GAPDH coupled, Kinase-Glo luminescence, 60 min | Potency, µM (doses to about 57.5 µM), inactives show top-dose activity change, negative = inhibition, most hits filed as inhibitors | hit rate 0.043% among 380,000; further: potency means the concentration at half of the fitted maximal effect; on the % scale 0 is the no-effect control and ±100 the full control effect; nearly all actives have a fitted effect of over 60% in size
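Recombinant glycosomal PGK reaction used 1,3-bisphosphoglycerate generated in-well by GAPDH (100nM final) in 100mM TEA pH 7.6, 5mM MgCl2, 0.01% Tween-20. After 60 minutes at room temperature, ATP was read by Kinase-Glo Plus luminescence end-point.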
PI4K2A block: PI4K2A (human) kinase inhibition; hit rate 0.13% among 420,000; activity change, negative = inhibition, % at 76.9 µM; purified PI4K2A, ADP-Glo luminescence, 1 h; hits give low values; in the data active means activity change below about -50%; inconclusive means mostly about -30% to -49%;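 further: -100% = wells without enzyme as full effect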
Target sequence (Q9BTU6 whole entry, looked up): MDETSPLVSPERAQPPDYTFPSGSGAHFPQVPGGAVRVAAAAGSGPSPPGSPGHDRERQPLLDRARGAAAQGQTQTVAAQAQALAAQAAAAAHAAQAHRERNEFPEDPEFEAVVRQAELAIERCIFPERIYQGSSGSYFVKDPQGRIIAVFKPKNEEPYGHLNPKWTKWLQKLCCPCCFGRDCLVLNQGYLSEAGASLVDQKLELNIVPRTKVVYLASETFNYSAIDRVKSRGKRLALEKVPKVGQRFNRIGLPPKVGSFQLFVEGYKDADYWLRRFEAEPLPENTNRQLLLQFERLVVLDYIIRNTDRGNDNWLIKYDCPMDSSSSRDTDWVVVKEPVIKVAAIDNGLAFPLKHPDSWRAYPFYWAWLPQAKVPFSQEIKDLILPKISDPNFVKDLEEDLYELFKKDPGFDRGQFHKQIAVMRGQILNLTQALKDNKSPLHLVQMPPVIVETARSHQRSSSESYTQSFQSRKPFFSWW
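ADP-Glo luminescence measured ADP generated by PI4K2A enzyme (4 ug/mL before mixing) with 1.2 mM PI substrate (pre-mix) and 300 microM ATP (pre-mix). Tris pH7.5 buffer with MgCl2, Triton X-100; 1 h reaction at ambient temperature.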
Starred values were filed as active, the others as inactive; i = inactive; ? = inconclusive; / = not tested or not shown; [ ] = another dose, or the depositor's remark. Unless noted, the call rests on the fitted dose curve; in most records, active means well fitted curve in the direction sought with a large enough effect; inconclusive means small, poorly fitted or top-dose-only effect, or another doubt; inactive means no such curve, though single readings can be large; an effect the other way counts as inactive or inconclusive. A portion of the library, so the mix of outcomes need not match the whole.

Each structure is followed by: GLS inh | G9a block | Pin1 inh | JMJD2A Tudor inh | HP1b chromo inh | PI4K2A block | Pol eta inh | PGK inhibitor | BAZ2B block
[1] CC(C)c1cc(C(=O)N2CCCC(C(=O)c3ccc4ccccc4c3)C2)on1 (centres undefined)
    -1% | 30% | 0% | 14% | 57%[activator] | 2 | -28% | -3% | 6%
[2] COc1cc(C)c(NC(=O)Cc2ccsc2)cc1OC
    1% | -29% | 5% | -10% | 9% | 5 | -19% | i | -5%
[3] Cc1cc(N2CCOCC2)n2ncc(-c3ccc(Cl)cc3)c2n1
    4% | 27% | 0% | 8% | 58%[activator] | 0 | -16% | 3% | 0%
[4] CCOC(=O)CNc1ccc(OC(F)(F)F)cc1
    -1% | -2% | 2% | 20% | 23% | 1 | -19% | -2% | 8%
[5] C[C@@H]1CCCCO[C@H](CN(C)C(=O)Nc2ccc(F)cc2)[C@@H](C)CN([C@H](C)CO)C(=O)c2cc(N(C)C)ccc2O1
    25% | / | / | / | / | -2 | -18% | i | /
[6] Cc1ccc(CNc2ncnc3onc(C)c23)cc1
    0% | 0%[59 µM] | -2% | -17% | 43%[activator] | -7 | -6% | -1% | 17%[57.1 µM]
[7] CCCNC(=O)CSc1nc(-c2ccc(OC)cc2)cc(C(F)(F)F)n1
    -10% | 9%[59 µM] | 2% | -17% | 21% | -2 | -17% | i | -2%
[8] CC(=O)c1c(COC(=O)c2ccc(C)cc2)nc2ccccc2[n+]1[O-]
    9% | / | 5% | -20% | 10% | 0 | -3% | 1% | -5%
[9] CCC(C)(C)NC(=O)C(c1ccccc1F)N(Cc1ccco1)C(=O)c1csnn1 (centres undefined)
    0% | 10% | 7% | -6% | 14% | 3 | -6% | -8% | -4%
[10] CCN1CCN(C(=O)c2ccc(Cl)c(S(=O)(=O)N3CCOCC3)c2)CC1
    0% | ? | -12% | -2% | 27% | -1 | 5% | -4%[11.5 µM] | 5%
[11] CCCN=C1N(CC)C[C@@H]2[C@@H]3C(=O)N(C)C(=O)[C@@H]3[C@](Cc3ccccc3)(C(=O)OC)N12
    1% | / | -1% | -31% | 29% | 2 | -6% | -2% | /
[12] Cc1ccc(C(=O)CSC2=C(C#N)C(c3ccco3)C3=C(CCCC3=O)N2)cc1 (centres undefined)
    -1% | -6%[59 µM] | -4% | -31% | 20% | ? | -5% | -5% | ?
[13] Cc1ncc(C(=O)Nc2ccccc2)[nH]1
    1% | / | -1% | -6% | 8%[57 µM] | -14 | -19% | -14% | /
[14] CC(=O)Nc1cc(NC(C)=O)cc(C(=O)NC(C)(C)C)c1
    -20% | -3% | -5% | -1% | 15% | 7 | -2% | 0% | ?
[15] CC(=O)c1ccc(-n2c(CCC(=O)O)ccc2-c2ccccc2)cc1
    1% | -14%[2.33 µM] | 2% | -7% | 7% | -5 | 1% | -6% | -20%
[16] CC(=O)c1cccc(NC(=S)N2CCN(c3ccccn3)CC2)c1
    15% | / | 1% | -28% | 8% | 2 | -19% | -1% | -22%
[17] COc1ccccc1N1CCN(C(=O)Cc2cccs2)CC1
    -1% | -2%[2.33 µM] | -2% | -13% | 16% | -2 | ? | -6% | 1%
[18] COc1cc(/C=N/NC(=O)c2ccc(O)cc2)ccc1OCC(=O)N1CC(C)OC(C)C1 (centres undefined)
    0% | -3% | -11% | -4% | 4% | 2 | 7% | -5% | -37%
[19] CCOC(=O)CSc1nnc(CCc2nc3ccccc3[nH]2)n1C
    12% | 11%[12.7 µM] | 0% | 5%[57.1 µM] | 50%[activator] | -4 | -5% | 2% | 7%
[20] Cn1c(Oc2ccccc2NCc2cccc(Br)c2)cc(=O)n(C)c1=O
    21% | 41%[12.7 µM] | 7% | -21% | 6% | -4 | -20% | 0% | -1%
[21] CC(C)C(=O)Nc1cccc(C(=O)Nc2nnc(CC(C)(C)C)s2)c1
    -6% | -30%[59 µM] | -14% | -3% | 40%[activator] | -5 | -19% | -4% | 1%
[22] C=CCN(c1ccccc1)S(=O)(=O)c1cccc(C(=O)NCc2ccncc2)c1
    -14% | -11% | -1% | -10% | 46%[activator] | -2 | -18% | -5% | -4%
[23] CCn1c(SCC(=O)c2ccc(NS(=O)(=O)c3ccccc3)cc2)nnc1-c1cccs1
    / | ? | 42%[activator] | -6% | 13% | -2 | -9% | -1% | -7%
[24] COc1ccc(OC)c(CCNC(=O)CCn2ccc3cc(S(=O)(=O)N4CCCC4)ccc32)c1
    20% | 22%[59 µM] | 1% | -27% | 25% | -1 | -14% | 2% | ?
[25] CCCOc1ccc(N2C(=O)CC(N(Cc3ccco3)C(=O)CCC(=O)O)C2=O)cc1 (centres undefined)
    15% | -5% | -19% | -12% | 16% | -1 | -6% | 2% | -6%
[26] Cc1cc2c(cc1S(=O)(=O)CCC(=O)N1CCN(c3ccccc3)CC1)OCC(=O)N2
    8% | -4%[59 µM] | 3% | -3% | 32% | 7 | -9% | 6% | -16%
[27] CCOC(=O)Cc1cc(=O)n2[nH]c(-c3ccccc3)cc2n1
    18% | ? | 29% | -10% | 6% | -6 | -6% | / | -1%
[28] COc1ccccc1NC(=O)CN1CCN(c2ccc(Cl)cc2)CC1
    1% | ? | 1% | 21%[11.4 µM] | -14% | -1 | -18% | -2% | -30%
[29] COc1cc(CN(C)CC2CCCN(CCc3ccccc3F)C2)cc(Cl)c1OC (centres undefined)
    -5% | / | 3% | -27% | 27% | 2 | -18% | -9% | 17%
[30] Cc1ccc(S(=O)(=O)c2nc(-c3ccccc3Br)oc2N(C)C)cc1
    -2% | / | -8% | -21% | 10% | 7 | -16% | i | /
[31] Cc1ccc(OCCNC(=O)c2cc(-n3cnnc3)ccc2Cl)cc1C
    1% | -14%[0.501 µM] | -9% | -25% | 20% | 0 | -2% | i | ?
[32] Cc1ccnc(NC(=O)c2ccc(Cl)s2)c1
    5% | 10% | 0% | 6% | 16%[57 µM] | -20 | -19% | -2% | 2%
[33] Cc1oc2c(c1C(=O)c1ccc(Cl)cc1)C(=O)C(=O)c1ccccc1-2
    -5% | ? | -2% | ? | 3% | -9 | -14% | -12% | ?
[34] COc1ccc(C(=O)N2CCC(=O)N(C(CO)Cc3ccccc3)CC2)cc1 (centres undefined)
    1% | 9% | -4% | -19% | 31% | -2 | 5% | -5% | 3%
[35] O=C(CSC1=Nc2ccccc2C2CC=NN12)Nc1ccc2c(c1)OCO2 (centres undefined)
    -2% | ? | -1% | ? | 11% | -13 | -6% | i | -30%
[36] N#CCCn1cnc2ccccc21
    -3% | -47% | -11% | -7% | 20% | 6 | -6% | -7% | -1%
[37] Cc1cccn2c(=O)c(/C=C(\C#N)S(=O)(=O)c3ccc(Cl)cc3)c(N3CCC(C(N)=O)CC3)nc12
    -5% | -21%[59 µM] | ? | -23% | 26% | 2 | -14% | i | -25%
[38] CCN(C(=O)c1ccc(=O)[nH]c1)c1c(N)n(Cc2ccccc2)c(=O)[nH]c1=O
    0% | 5%[12.7 µM] | -4% | -15% | 36%[activator] | -2 | 0% | -10% | 4%
[39] COc1ccccc1C=NN=Cc1ccccc1O
    0% | / | -8% | 69%[activator] | 94%[activator] | 3 | ? | -9% | /
[40] Cc1ccc(NC(=O)CN2CCCCCC2)c(Br)c1
    2% | 13% | -3% | 19% | 62%[activator] | -1 | -18% | -1% | 36%
[41] CC1CCN(C(=O)c2cc(Cl)nc3ccccc23)CC1
    5% | -2%[59 µM] | -5% | -12% | 12% | 0 | -15% | -4% | -2%
[42] COc1ccccc1C1(O)C(=O)Nc2ccc(C)cc21 (centres undefined)
    -2% | -2%[2.33 µM] | 5% | -16% | 8% | 2 | -1% | 5% | 8%
[43] Cc1c(C)c(C)c(S(=O)(=O)NCCc2ccncc2)c(C)c1C
    -1% | 6% | -8% | -1% | 7% | 6 | -15% | i | 9%
[44] O=C(NCc1ccc2c(c1)OCO2)c1ccc(CS(=O)(=O)Cc2cccc(Cl)c2)o1
    4% | -16%[59 µM] | -5% | -14% | 22% | -5 | -4% | -1% | -2%
[45] O=C(Nc1ccc(C(=O)OC2CCCCC2)cc1)c1ccncc1
    0% | / | -4% | -23% | 23% | -7 | -13% | 3% | -10%
[46] COc1ccc(-c2cc(C(=O)NCc3ccccc3)c3c(-c4ccccc4)[nH]nc3n2)cc1
    0% | 2%[59 µM] | -1% | -16% | 20% | -11 | -11% | 3% | -15%
[47] COc1cc(NC(=O)C/C(C)=N/NC(=O)Cc2ccccc2)c(OC)cc1Cl
    12% | 21%[59 µM] | -1% | -11%[57.1 µM] | 31% | -1 | -7% | -9% | -33%
[48] Cc1ccc(OCC2Cn3c(nc4c3c(=O)[nH]c(=O)n4C)O2)cc1 (centres undefined)
    4% | 0% | 0% | 0% | 29% | 1 | -11% | -10% | 13%
[49] Fc1cccc(-c2nnn3c2nc(NC2CCCCC2)c2ccccc23)c1
    -4% | 17%[59 µM] | 3% | 57%[activator] | 165%[activator] | -10 | -26% | 3% | 52%[activator]
[50] COc1ccc(Oc2ccc(C(F)(F)F)cc2NC(=O)c2ccc(F)cc2)cc1
    6% | 125%[activator] | 2% | 27% | 48%[activator] | 1 | -17% | -1% | 8%
[51] O=C(O)c1ccc2c(c1)C(=O)N([C@H](Cc1ccc(O)cc1)C(=O)O)C2=O
    / | -3%[12.7 µM] | -4% | -30% | / | / | / | / | -18%
[52] Cc1nc(NS(=O)(=O)c2ccccc2)sc1NC(=O)OCCN(C)C
    31%[activator] | ? | ? | -8%[11.4 µM] | 26% | -1 | -13% | -1% | -5%

Screening results from PubChem.
